uPA generation = inhibitors of cell surface uPA generation | Potency, µM (doses to about 38.3 µM), for inactives: at the top dose activity change, negative = inhibition, most hits filed as inhibitors | hit rate 0.31% among 330,000 | AID 540303 | cell surface uPA generation assay, qHTS; active = well fitted inhibition curve with a large enough effect; inconclusive = small, poorly fitted or top-dose-only effect; inactive = no such curve, though single readings can be large or run the other way; tested in mouse RAW 264.7 cells; also: potency is read from the fitted curve at half-maximal effect; % is scaled to controls: 0 for no effect and ±100 for the full control effect; nearly all actives have a fitted effect of over 55% in size
Mito fusion act = mitochondrial division inhibition or fusion activation | S. cerevisiae fusion-defective mutant growth rescue, CellTiterGlo 48 h | Potency, µM (highest dose often 46.1 µM), for inactives: top-dose growth rescue (activation), hits mostly activators | hit rate 0.23% among 320,000;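 also: potency is read from the fitted curve at half-maximal effect; % of control where 0% means no effect; nearly all actives have a fitted effect of over 45% in size; temperature-sensitive fusion mutants such as fzo1-1 at 37 °C on non-fermentable ethanol glycerol medium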
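S. cerevisiae fusion-defective temperature-sensitive mutants (e.g. fzo1-1, mgm1-5) grown 48 h at 37C in YPEG (ethanol/glycerol non-fermentable) medium with 23 nl compound per well; growth rescue read as CellTiterGlo luminescence.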
BCR signal inh = chronic active BCR signaling inhibition; ABC-DLBCL IkBa-CBG/CBR reporter, luminescence ratio, 4 h; Potency, µM (series often up to 46.1 µM), without a hit: at the highest dose ratio change, negative = lower green/red ratio, actives largely listed as inhibitors; AID 493014; hit rate 0.05% among 340,000; active = well fitted inhibition curve with a large enough effect in the signal ratio, with a control signal flat, not every such curve was filed as active; inconclusive = small, poorly fitted or top-dose-only effect, or effect the other way, or a change in a side signal; the % refers to the signal ratio;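 also: potency is read from the fitted curve at half-maximal effect; plate controls were basal doxycycline-induced cells for no effect and cells given 10 µM MG132 for full effect; MG132 reads +100%, hits lower the ratio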
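Doxycycline induced both beetle luciferases in TMD8 lymphoma cells; IKK-driven degradation limits the IkappaBalpha-fused green signal, while red luminescence normalises for cell number and nonspecific effects. Compounds tested up to 46 uM, 4 hrs.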
TSHR antag = antagonists of human thyroid stimulating hormone receptor; P16473; TSHR-expressing cells, TSH-stimulated cAMP HTRF, 2 h; active compounds read low; activity change, negative = inhibition, % at 11.5 µM; hit rate 0.2% among 330,000; AID 504810;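 active = activity change below a set negative limit, meaning inhibition stronger than a set level, cut at about -70% in these data; inconclusive = activity change between two set negative limits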; also: % is scaled to controls: 0 for no effect and ±100 for the full control effect
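Read-out is FRET at 665 nm (cryptate excitation 337 nm) from a cryptate-tagged anti-cAMP antibody, competed by cell cAMP against cAMP-d2. Compounds are tested on freshly harvested TSHR cells challenged with 4nM TSH (EC80) for 2 hours at 37 deg C.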
ELG1 repair inh = inhibitors of ELG1-dependent DNA repair in HEK293T cells. HEK293T ELG1-luciferase reporter, luminescence, 16 h; DNA damage induced by 5-fluorouridine. Potency, µM (highest dose often 46.1 µM), inactives show at the highest dose activity change, negative = inhibition, usual class: inhibitors. hit rate 2.3% among 330,000. AID 504467; also: potency is read from the fitted curve at half-maximal effect; % is scaled to controls: 0 for no effect and ±100 for the full control effect; nearly all actives have a fitted effect of over 55% in size
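5-Fluorouridine DNA damage + compound/DMSO, 2,000 cells/well, 16 h, 37 °C/5% CO2. ONE-Glo, 30 min RT, luminescence. Readout = decrease in reporter signal.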
Eya2 phos inh = blocks the phosphatase activity of human Eya2 | O00167 | recombinant Eya2, OMFP fluorescence dephosphorylation (OMFP is methylfluorescein phosphate) | Potency, µM (titrated, usually from 76.9 µM), inactives show at the top dose activity, negative = inhibition, usual class: inhibitors | hit rate 0.006% among 330,000 | AID 488837; also: potency is read from the fitted curve at half-maximal effect; % is scaled to controls: 0 for no effect and ±100 for the full control effect
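Eya2 protein (added as 0.2 uM solution) was preincubated with compound for 10 min at ambient temperature in 50 mM HEPES pH 7.5, 50 mM NaCl, 5 uM MgCl2, 0.05% BSA, 1 mM DTT. OMFP (added at 50 uM) then reacted 10 min; fluorescence read at 485/525 nm.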
B2AR arrestin = agonists driving beta-arrestin recruitment to human beta2-adrenergic receptor; P07550; beta-arrestin recruitment to beta2AR, cell-based reporter; Potency, µM (series often up to 46.1 µM), without a hit: at the top dose activation, most hits filed as activators; hit rate 0.02% among 330,000; AID 492947;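 also: potency is read from the fitted curve at half-maximal effect; 0% = DMSO controls and full agonism = EC100 isoproterenol or metaproterenol; nearly all actives have a fitted effect of over 65% in size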
Tb PFK block = blocks T. brucei phosphofructokinase; hit rate 0.17% among 330,000; AID 485367; Potency, µM (titrated, usually from 57.5 µM), for inactives: top-dose activity, negative = inhibition, usual class: inhibitors; T. brucei PFK, ADP-Glo luminescence;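 also: potency is read from the fitted curve at half-maximal effect; 0% = uninhibited 1x PFK enzyme wells and -100% = no-enzyme wells; nearly all actives have a fitted effect of over 60% in size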
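Compounds were pin-transferred as a titration series up to 57 uM into substrate buffer (0.5 mM F6P, 0.1 mM ATP, pH 8.0), then 1.25 nM PFK was added and reactions ran 45 min before ADP-Glo detection.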
USP2a block = USP2a (human) protease inhibition; O75604; USP2 core, Ub-CHOP2 coupled fluorogenic reporter, 485/531; Potency, µM (titrated, usually from 38.3 µM), without a hit: at the top dose activity change, negative = inhibition, hits mostly inhibitors; hit rate 0.01% among 330,000; AID 463254;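 also: potency is read from the fitted curve at half-maximal effect; plate controls were DMSO wells for no effect and full inhibition by NEM control for full effect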
Target sequence (O75604 whole entry, looked up): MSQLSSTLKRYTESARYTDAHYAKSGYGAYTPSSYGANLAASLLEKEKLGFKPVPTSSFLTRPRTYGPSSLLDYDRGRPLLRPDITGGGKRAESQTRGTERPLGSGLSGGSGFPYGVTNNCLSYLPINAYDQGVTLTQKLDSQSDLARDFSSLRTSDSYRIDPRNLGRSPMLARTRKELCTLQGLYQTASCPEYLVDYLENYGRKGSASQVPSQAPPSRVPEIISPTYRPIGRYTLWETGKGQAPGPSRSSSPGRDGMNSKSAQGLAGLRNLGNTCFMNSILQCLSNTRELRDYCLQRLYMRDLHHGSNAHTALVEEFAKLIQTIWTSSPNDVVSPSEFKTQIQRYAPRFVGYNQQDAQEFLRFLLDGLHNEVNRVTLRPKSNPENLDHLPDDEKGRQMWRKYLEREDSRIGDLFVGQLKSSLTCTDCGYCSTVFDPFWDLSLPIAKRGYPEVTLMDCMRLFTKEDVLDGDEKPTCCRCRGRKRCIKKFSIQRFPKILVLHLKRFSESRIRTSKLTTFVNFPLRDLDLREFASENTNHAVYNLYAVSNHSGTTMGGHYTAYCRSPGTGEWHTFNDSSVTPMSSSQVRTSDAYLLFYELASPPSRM
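USP2 core (10nM final) preincubated 30min RT with compound in 20mM Tris-HCl pH 8.0, 2mM CaCl2, 2mM beta-mercaptoethanol, 0.05% CHAPS; 25nM Ub-CHOP2 plus 25nM reporter substrate added, fluorescence (Ex485/Em531) read after 60min.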
TSG101-PTAP inh = blocks PTAP/TSG101 interaction to inhibit HIV-1 budding; Fluorescence polarization, FITC-PTAP peptide / Tsg101 binding; Potency, µM (highest dose often 115 µM), without a hit: top-dose activity change, negative = inhibition, hits mostly inhibitors; 340,000 tested, under 10 active; AID 493005; active = well fitted inhibition curve with a large enough effect in the main read-out, with a control signal flat, not every such curve was filed as active; inconclusive = small, poorly fitted or top-dose-only effect, or effect the other way, or a change in a side signal; inactive = no such curve, though single readings can be large or run the other way; also: potency is read from the fitted curve at half-maximal effect; % of control where 0% means no effect
Target sequence (Q99816 whole entry, looked up): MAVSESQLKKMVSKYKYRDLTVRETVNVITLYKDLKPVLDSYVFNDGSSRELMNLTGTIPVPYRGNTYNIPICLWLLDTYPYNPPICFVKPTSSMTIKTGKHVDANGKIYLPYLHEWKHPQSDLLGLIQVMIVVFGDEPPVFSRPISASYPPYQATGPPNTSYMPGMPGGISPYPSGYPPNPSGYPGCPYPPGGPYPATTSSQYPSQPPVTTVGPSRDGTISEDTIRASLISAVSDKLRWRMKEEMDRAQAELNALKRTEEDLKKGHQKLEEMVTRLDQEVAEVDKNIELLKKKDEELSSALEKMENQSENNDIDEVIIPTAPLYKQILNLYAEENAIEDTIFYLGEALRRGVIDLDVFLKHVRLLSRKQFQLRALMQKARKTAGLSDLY
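Steps: Tsg101 binding domain dispensed (10 uM final), compounds pinned in DMSO, FITC-labeled PTAP-motif peptide added (50 nM final); after 20 min binding at room temperature, polarization measured.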
TCR activator = T cell receptor activation. primary human leukocytes, anti-CD3, IL-2 HTRF, 48 h. Potency, µM (doses to about 9.22 µM), inactives show at the top dose activation of IL-2 secretion, most hits filed as activators. 330,000 tested, under 10 active. AID 504894; also: % of control where 0% means no effect
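Primary human leukocytes were stimulated with a-CD3 beads plus compounds for 48 hr without co-stimulation; secreted IL-2 was quantified by HTRF using a-IL-2-K (europium cryptate) and a-IL-2-d2, excited at 320nm with acceptor emission read at 665nm.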
An asterisk follows results filed as active; ? = inconclusive; / = no result given; [ ] = remark or other dose. Unless noted, calls follow the shape of the dose curve; as a rule, active = well fitted curve in the direction sought with a large enough effect; inconclusive = small, poorly fitted or top-dose-only effect, or another doubt; inactive = no such curve, though single readings can be large; an effect the other way counts as inactive or inconclusive.

SMILES | uPA generation | Mito fusion act | BCR signal inh | TSHR antag | ELG1 repair inh | Eya2 phos inh | B2AR arrestin | Tb PFK block | USP2a block | TSG101-PTAP inh | TCR activator
CC(C)c1ccccc1NC(=O)COC(=O)Cc1c[nH]c2ccccc12 | 5% | 15% | ? | -3 | 10% | 4% | 2.3% | 2% | 1% | 1% | 6%[46.1 µM]
COc1ccc([N+](=O)[O-])cc1N(CC(=O)Nc1ccccc1C(=O)NC(C)C)S(C)(=O)=O | 1% | -2% | 1% | -10 | 9% | 8% | 0.2% | 2% | 0% | -2% | -3%
Cn1nc(Oc2ncc(C(F)(F)F)cc2Cl)cc1C(F)(F)F | -1% | 4% | -4% | -2 | 18% | -9% | -0.3% | -2% | 15% | -1% | -3%
CCCNC(=O)NCCc1ccncc1 | 3% | -2% | 7% | 2 | 0% | 6% | -0.3% | 5% | 6% | -5% | -10%
COCCN(C(=O)COC(=O)c1cccnc1SC)c1c(N)n(Cc2ccccc2)c(=O)[nH]c1=O | 3% | -3% | 1% | 18 | 7% | -12% | -0.5% | -5% | 2% | -2% | 0%
O=C(O)CC(CC(=O)N1CCOCC1)c1ccccc1 (configuration not stated) | -2% | -11% | 6% | -1 | 10% | 17% | 0.0% | 2% | -1% | 3% | -4%
CCOC(=O)CSc1nnc(NC(=O)NC(C)C)s1 | ? | 0% | ? | 6 | 9% | 4% | 0.0% | -1% | 0% | -2% | 7%
Cc1cccc(/C(N)=N/OC(=O)c2ccncc2)c1 | 1% | 1% | ? | -1 | ? | 16% | 0.3% | -3% | 0% | -10% | 3%
CN(CC(=O)Nc1cccc(F)c1)C(=O)CCNC(=O)c1ccco1 | -5% | 0% | ? | -3 | 20% | 19% | -0.1% | 10% | 2% | -3% | -2%
CC(C)n1c(SCC(=O)Nc2ccccc2)nc2c1c(=O)[nH]c(=O)n2C | -9% | 4% | -2% | 5 | 4% | -17% | -0.8% | -9% | -1% | -3% | 2%
Cc1occc1-c1n[nH]c(=S)n1C | 1% | 6% | 0% | -8 | 14% | 5% | -0.2% | 2% | 3% | -2% | -4%
COc1ccc(Cl)cc1NC(=O)COc1ccc(S(=O)(=O)N2CCOCC2)cc1C | 0% | -7% | -12% | 7 | 8% | -3% | -0.4% | 0% | -1% | -2% | 3%
O=C1CN(C(=O)c2cnccn2)c2ccccc2N1 | 2% | 2% | 0% | -17 | -5% | -7% | -0.3% | -6% | 2% | -8% | 0%
COC(=O)C(NC(=O)c1ccccc1)(Nc1cc(C)cc(C)n1)C(F)(F)F (configuration not stated) | 5% | 3% | ? | 5 | -15% | -1% | -0.4% | 0% | 0% | 1% | 1%[46.1 µM]
CCCS(=O)(=O)c1c(S(=O)(=O)CCC)c2c(C(N)=O)cccn2c1C(=O)c1ccc(F)cc1 | ? | 20% | 2% | 2 | 7% | -9% | 0.2% | -6% | -1% | 1% | 1%
CCCCCNC(=O)c1ccccc1SC | / | -3% | ? | -2 | 8% | 4% | -0.6% | 1% | -1% | -10% | -2%
Cc1ccccc1Cn1c(=N)n(CC(=O)c2ccco2)c2ccccc21 | -6% | 3% | ? | 0 | ? | 0% | 0.4% | 0% | 4% | -7% | -18%
CC1CC(C)CN(CCCNC(=O)C2CCCN(S(=O)(=O)N3CC(C)CC(C)C3)C2)C1 (configuration not stated) | 4% | 5% | 4% | -14 | -2% | 9% | 0.1% | 0% | 3% | -4% | -1%
Cc1ccc(-c2c(C(=O)N/N=C/c3cccs3)nnn2-c2nonc2N)cc1 | 13% | 1% | ? | 7 | 0% | 2% | -0.2% | -15% | 1% | 0% | 10%
Cc1ccc(Cl)cc1NC(=O)c1ccccc1OCC(=O)N1CCOCC1 | 2% | 9% | 8% | 7 | ? | -14% | -0.9% | -19% | -4% | -5% | -2%
CCSc1nc(=S)n(-c2ccccc2)c(C)c1C(C)=O | -9% | -4% | ? | 5 | -3% | 7% | 0.2% | 2% | 0% | -2% | 7%
Cc1cc(C)c(C(=O)C(C)OC(=O)c2ccc(Cl)nc2)cc1C (configuration not stated) | -2% | -7% | 2% | 2 | 8% | -6% | -0.5% | -1% | -2% | 0% | -3%
Cc1ccc(-n2nc(-c3ccco3)cc2C(=O)O)c(C)c1 | 1% | 2% | 6% | -1 | 0% | -6% | 0.3% | -24% | 3% | -3% | -5%
O=C(/C=C/c1ccc(N2CCCCC2)c([N+](=O)[O-])c1)c1ccc(O)cc1 | -11% | 5% | ? | -24 | ? | -21% | 0.0% | 3% | -2% | -2% | 7%
Cc1cccc(Oc2ccc(NC(=O)C3CC=CCC3C(=O)O)cc2)c1 (configuration not stated) | -14% | 2% | 2% | 5 | ? | 10% | -0.1% | -19% | 9% | 0% | -12%
COCCN(C(=O)Cn1nnc2ccccc21)C(C(=O)NC1CCCC1)c1cccc(OC)c1OC (configuration not stated) | 2% | 0% | 2% | -4 | -18% | 7% | 0.1% | 2% | 4% | -4% | -5%
CCn1c2ccccc2c2nnc(SCC(=O)N3CC(C)OC(C)C3)nc21 (configuration not stated) | -10% | -6% | 26% | -7 | ? | 8% | 0.1% | 4% | -1% | -6% | 7%
O=C(N/N=C\c1cccc(Cl)c1)c1ccc(Cn2cc(Br)c([N+](=O)[O-])n2)o1 | -4% | 0% | 4% | -33 | ? | -24% | -1.3% | -25% | -11% | 1% | 4%[46.1 µM]
O=C(c1ccc(CS(=O)Cc2ccc(Cl)cc2)o1)N1CCN(c2ccc(F)cc2)CC1 (configuration not stated) | 2% | 17% | -3% | -14 | 23µM* | -5% | 0.1% | -9% | -4% | 0% | -6%
COC(=O)C(Cc1ccccc1)NC(=O)CNC(=O)c1ccc(Br)cc1 (configuration not stated) | -4% | 5% | -5% | 4 | 9% | -7% | 0.1% | 0% | -2% | -3% | -5%
Cc1ccccc1CNC(=O)CCC(=O)N1Cc2ccccc2Oc2ncccc21 | 16% | 4% | -2% | 0 | 13% | -2% | -0.2% | 1% | 1% | -1% | -4%
CC(Cc1ccccc1)N/C=C1/CC(=O)NC1=O (configuration not stated) | 0% | -3% | 14% | 0 | 4% | 8% | 6.5% | -11% | 0% | -9% | -3%
CCOC(=O)c1ccccc1NC(=O)COC(=O)c1ccc(C)c(S(=O)(=O)N2CCOCC2)c1 | 1% | -9% | 3% | -11 | -7% | 21% | -0.3% | -5% | -1% | 0% | 0%
O=C(NCC1CCCO1)c1cc2c([nH]c3ccccc32)c(-c2ccc(F)cc2)n1 (configuration not stated) | ? | 16% | ? | -6 | ? | -17% | 1.7% | 3% | 2% | -3% | 3%
Cc1cc(C)cc(C(=O)Nc2ccc3[nH]c(=O)[nH]c3c2)c1 | 0% | 0% | 7% | -2 | 6% | 11% | -0.1% | 1% | 0% | -2% | -4%
O=C(COC(=O)c1cc(=O)c2ccccc2o1)Nc1c(F)c(F)c(F)c(F)c1F | 1% | 0% | 9% | 5 | -2% | -1% | -0.3% | -3% | 1% | 0% | 5%
O=C(c1ccncc1)N(Cc1ccccc1)Cc1nc2ccccc2c(=O)[nH]1 | 4% | 0% | 2% | 3 | -2% | 8% | 0.1% | 14% | 4% | -2% | 1%
O=C(c1ccc(Br)o1)N1CCN(CCOc2ccccc2)CC1 | 1% | 9% | ? | -6 | 4% | -16% | 0.2% | 2% | 0% | -5% | 1%
CC(C)c1ccc(N(CC(=O)NC2CCCC2)C(=O)CCC(=O)Nc2ccccn2)cc1 | 2% | -9% | 1% | -8 | -3% | -3% | -0.3% | 2% | 3% | -4% | 3%
Cc1cc(C)n2nc(CCc3nc4nc(C)cc(C)n4n3)nc2n1 | / | 0% | ? | 3 | -3% | -7% | -0.1% | -6% | 1% | / | /
COc1ccc(/C(O)=C2/C(=O)C(=O)N(CCCN(C)C)C2c2ccc(C)o2)cc1Cl (configuration not stated) | / | -1% | 1% | 24 | 2% | 12% | 0.3% | 3% | -1% | / | /

Compound activity: PubChem, National Center for Advancing Translational Sciences (NCATS)
